Compound activity deposited in PubChem by several laboratories.
Anthrax LF prot = Bacillus anthracis LF protease inhibitors, primary screen, biochemical, multiplex microsphere, MLPCN library | Lethal factor (Bacillus anthracis), P15917 | multiplex microsphere protease cleavage assay | inhibition, % at 10 µM | 0.12% of 360,000 active | AID 588501, 2011; further: plate controls were buffer without enzyme for full effect and enzyme alone for no effect
Y pestis TopoI = Yersinia pestis topoisomerase I inhibitors, primary screen, biochemical, cleavage product accumulation, plate reader, single point | DNA topoisomerase I (Yersinia pestis CO92) | Y. pestis Topo-I cleavage product accumulation | activity, % at 10 µM | 0.064% of 360,000 active; in the data active means activity above about 50%, passing the limit was not always enough; inconclusive means no clear call, values can overlap the other calls; further: inactives centre near 2
PrPC TRFRET = inhibitors of human cell surface prion protein PrPC, primary screen, cell-based, TR-FRET; inhibition, % at 13.8 µM; 0.43% of 370,000 active; Major prion protein (Homo sapiens), P04156; TR-FRET read-out; in the data active means inhibition above about 24%; further: 0% = median of the test wells and 100% = reference compound wells
SSB-PriA inh = inhibitors of Klebsiella pneumoniae PriA binding to SSB C-terminal tail, primary screen, biochemical, AlphaScreen | PriA–SSB C-terminal tail interaction (Klebsiella pneumoniae) | AlphaScreen SSBct-PriA binding, biotinylated peptide | inhibition, % at 33 µM | 0.6% of 430,000 active; in the data active means inhibition mostly above about 37%, no sharp cut-off; inactive means mostly below about 20%;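 further: plate controls were negative control peptide for no effect and reference peptide for full effect; strong numbers were not always called active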
BH1578 lux ind = inducers of Vibrio cholerae quorum light production without autoinducers, primary screen, BH1578 luxS cqsA deficient, single point. V. cholerae BH1578 lux reporter, luminescence, 6 h. activation, % at 18.7 µM. 0.16% of 350,000 active; in the data active means activation mostly above about 9.7%, no sharp cut-off; inconclusive means no clear call, values can overlap the other calls; inactive means mostly below about 3.7%; further: not every result past the cut was called active; inactives centre near 0; reference of the scale not given here
PfHsp40 rescue = rescue of yeast from PfHsp40 toxicity, primary screen, S. cerevisiae, ATP luminescence; S. cerevisiae expressing PfHsp40, growth rescue; growth rescue, % at 12.5 µM; 0.68% of 340,000 active; AID 504582, 2011; in the data active means growth rescue above about 28%, passing the limit was not always enough; inconclusive means no clear call, values can overlap the other calls;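 further: yeast W303a lacking pdr1 and pdr3 grown in galactose medium; growth measured after three days at 30 °C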
3CLpro inhibitor = SARS-CoV 3CLpro protease inhibitors, primary screen, biochemical, quenched FRET | Replicase polyprotein 1ab (Severe acute respiratory syndrome coronavirus), P0C6X7 | recombinant SARS-CoV 3CLpro, quenched FRET peptide cleavage | 0.14% of 290,000 active | inhibition, % at 6 µM; in the data active means inhibition above about 12%
BoNT-A LC inh2 = BoNT/A light chain protease inhibitors, primary screen, biochemical, flow cytometry, MLPCN library; AID 588499, 2011; 0.17% of 360,000 active; inhibition, % at 10 µM; multiplex microsphere protease substrate cleavage; Botulinum neurotoxin type A light chain protease (Clostridium botulinum A str. ATCC 3502); further: plate controls were buffer without enzyme for full effect and enzyme alone for no effect
TcdB inh = TcdB glycohydrolase inhibitors, primary screen, biochemical, single point, plate reader; inhibition, % at 9.99 µM; 0.24% of 350,000 active; Toxin B (Clostridioides difficile), P18177; TcdB glycohydrolase enzymatic assay; AID 652162, 2013; in the data active means inhibition above about 10%
Target sequence (P18177 whole entry, looked up): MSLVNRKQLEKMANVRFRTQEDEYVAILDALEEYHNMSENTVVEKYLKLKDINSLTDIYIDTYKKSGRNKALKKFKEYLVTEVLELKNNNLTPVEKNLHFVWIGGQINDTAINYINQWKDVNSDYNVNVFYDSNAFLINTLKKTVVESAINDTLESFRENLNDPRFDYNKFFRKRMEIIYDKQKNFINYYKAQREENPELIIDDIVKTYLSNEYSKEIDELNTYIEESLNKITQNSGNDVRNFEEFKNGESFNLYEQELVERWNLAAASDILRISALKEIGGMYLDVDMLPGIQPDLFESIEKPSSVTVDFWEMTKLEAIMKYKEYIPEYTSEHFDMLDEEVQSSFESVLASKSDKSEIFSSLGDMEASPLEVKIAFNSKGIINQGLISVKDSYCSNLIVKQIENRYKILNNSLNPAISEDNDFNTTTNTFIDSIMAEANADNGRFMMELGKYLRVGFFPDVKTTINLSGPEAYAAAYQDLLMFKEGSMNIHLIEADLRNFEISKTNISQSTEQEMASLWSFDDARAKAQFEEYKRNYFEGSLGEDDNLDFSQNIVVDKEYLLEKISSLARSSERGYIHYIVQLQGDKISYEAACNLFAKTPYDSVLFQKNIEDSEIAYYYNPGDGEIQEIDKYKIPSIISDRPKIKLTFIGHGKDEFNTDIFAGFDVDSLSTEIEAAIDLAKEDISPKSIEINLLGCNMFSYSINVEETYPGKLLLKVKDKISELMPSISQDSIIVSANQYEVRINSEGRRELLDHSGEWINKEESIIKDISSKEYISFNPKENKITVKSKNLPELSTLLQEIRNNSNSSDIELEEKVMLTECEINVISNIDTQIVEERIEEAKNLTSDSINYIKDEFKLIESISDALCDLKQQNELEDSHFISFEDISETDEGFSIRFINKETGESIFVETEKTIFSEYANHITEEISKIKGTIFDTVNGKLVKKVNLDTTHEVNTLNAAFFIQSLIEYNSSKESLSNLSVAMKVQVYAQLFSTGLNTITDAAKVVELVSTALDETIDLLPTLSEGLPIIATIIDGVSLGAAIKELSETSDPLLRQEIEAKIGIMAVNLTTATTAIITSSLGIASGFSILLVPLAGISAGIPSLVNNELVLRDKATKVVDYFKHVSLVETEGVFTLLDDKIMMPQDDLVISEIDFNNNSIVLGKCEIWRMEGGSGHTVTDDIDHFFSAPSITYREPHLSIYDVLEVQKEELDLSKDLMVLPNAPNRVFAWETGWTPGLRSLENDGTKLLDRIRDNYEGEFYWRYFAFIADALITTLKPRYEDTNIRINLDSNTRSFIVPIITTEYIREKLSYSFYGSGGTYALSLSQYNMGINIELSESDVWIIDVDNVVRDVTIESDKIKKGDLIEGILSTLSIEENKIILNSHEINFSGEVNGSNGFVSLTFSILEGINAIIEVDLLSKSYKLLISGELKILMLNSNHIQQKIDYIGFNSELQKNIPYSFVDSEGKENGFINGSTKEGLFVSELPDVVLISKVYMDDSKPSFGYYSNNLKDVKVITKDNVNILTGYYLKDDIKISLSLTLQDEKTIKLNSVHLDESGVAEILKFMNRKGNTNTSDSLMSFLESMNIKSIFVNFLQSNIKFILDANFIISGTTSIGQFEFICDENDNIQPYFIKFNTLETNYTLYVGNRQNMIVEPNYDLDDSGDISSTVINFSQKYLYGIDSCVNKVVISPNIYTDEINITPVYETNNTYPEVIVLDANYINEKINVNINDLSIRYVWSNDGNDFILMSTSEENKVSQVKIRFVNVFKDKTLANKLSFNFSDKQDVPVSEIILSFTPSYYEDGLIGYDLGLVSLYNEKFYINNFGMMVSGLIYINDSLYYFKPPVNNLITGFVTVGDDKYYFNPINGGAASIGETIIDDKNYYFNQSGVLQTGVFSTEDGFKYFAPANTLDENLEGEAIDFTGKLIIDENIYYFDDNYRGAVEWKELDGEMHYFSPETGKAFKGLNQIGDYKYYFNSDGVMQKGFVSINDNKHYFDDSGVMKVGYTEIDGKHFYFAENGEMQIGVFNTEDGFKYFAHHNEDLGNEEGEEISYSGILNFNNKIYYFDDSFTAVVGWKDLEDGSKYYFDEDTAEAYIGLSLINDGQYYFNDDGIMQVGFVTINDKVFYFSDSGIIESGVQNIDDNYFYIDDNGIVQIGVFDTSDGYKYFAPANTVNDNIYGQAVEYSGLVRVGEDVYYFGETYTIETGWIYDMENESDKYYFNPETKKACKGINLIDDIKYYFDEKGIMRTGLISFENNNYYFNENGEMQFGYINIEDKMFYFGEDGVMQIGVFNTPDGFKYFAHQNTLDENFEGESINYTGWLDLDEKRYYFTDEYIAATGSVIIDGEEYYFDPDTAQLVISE
Starred values were filed as active, the others as inactive; i = inactive; ? = inconclusive; nt = no result given; & = joins results of further samples. Unless noted, no stated cut-off is given here; in the data, active means inhibition above about 30%; inconclusive means no clear call, values can overlap the other calls; inactive means below that.

SMILES | Anthrax LF prot | Y pestis TopoI | PrPC TRFRET | SSB-PriA inh | BH1578 lux ind | PfHsp40 rescue | 3CLpro inhibitor | BoNT-A LC inh2 | TcdB inh
CCC(=O)N(CC(=O)Nc1sc(C)c(C)c1C(N)=O)C1CCCCC1 | -5 | 2 | 0 | 3 | 4.0 | 0.4 | -1 | -1.0 | -0.5
Fc1cccc(Cl)c1CNc1ccc(N2CCCC2)cc1 | -9 | -16 | 1 | 100 | i | -1.4 | -3 | -0.6 | 0.3
CCN(CC(=O)NC1CCS(=O)(=O)C1)S(=O)(=O)c1cc([N+](=O)[O-])ccc1C (stereo unspecified) | 0 | 2 | -15 | -2 | i | 1.5 | nt | -4.5 | 1.0
Cc1nc(SC(C(=O)c2ccccc2)c2ccccc2)n[nH]1 (stereo unspecified) | 0 | -8 | 3 | -10 | 2.0 | 0.8 | 1 | 3.7 | nt
COc1cc(OC)c(C2=NOC(C(=O)N3CCc4ccccc4C3)C2)cc1Cl (stereo unspecified) | -1 | -5 | 3 | -13 | -0.4 | 1.1 | -5 | 0.4 | 0.7
CCC(C)NC(=O)C1CCCN(S(=O)(=O)c2ccc(-n3cnnn3)cc2)C1 (stereo unspecified) | -1 | 0 | 3 | -1 | -0.6 | -1.1 | 2 | -1.0 | nt
COCCN(C(=O)CSc1nnc(-c2cccc(Cl)c2)n1N)c1c(N)n(CC(C)C)c(=O)[nH]c1=O | -8 | 4 | -6 | nt | 1.3 | nt | nt | -0.2 | 1.2
CC(C)C(=O)NNc1ccc(C(F)(F)F)cn1 | -5 | 2 | 0 | -2 | 1.9 | -1.8 | 2 | -0.6 | -0.6
Cc1cc(NC(=O)CC2(CC(=O)O)CCCC2)n(C)n1 | -5 | -4 | 5 | -4 | i | -0.1 | 0 | ? | 3.8
O=C(c1ccccc1F)N(Cc1nc2ccccc2c(=O)[nH]1)C1CCCC1 | 0 | 9 | 2 | -6 | i | 0.9 | 2 | -0.6 | 0.5
CC(=O)c1cccc(CN2CCN(Cc3ccc(F)cc3)C(CCO)C2)c1 (stereo unspecified) | 1 | -5 | -4 | -14 | 0.9 | -1.1 | -1 | 0.7 | -0.5
CCCCOc1cccc(C(=O)O)c1 | 3 | 3 | -3 | -8 | 0.4 | -0.3 | -7 | 0.4 | nt

Three compounds from above, arranged by length of the SMILES, ascending.
SMILES | Anthrax LF prot | Y pestis TopoI | PrPC TRFRET | SSB-PriA inh | BH1578 lux ind | PfHsp40 rescue | 3CLpro inhibitor | BoNT-A LC inh2 | TcdB inh
O=C(c1ccccc1F)N(Cc1nc2ccccc2c(=O)[nH]1)C1CCCC1 | 0 | 9 | 2 | -6 | i | 0.9 | 2 | -0.6 | 0.5
COc1cc(OC)c(C2=NOC(C(=O)N3CCc4ccccc4C3)C2)cc1Cl (stereo unspecified) | -1 | -5 | 3 | -13 | -0.4 | 1.1 | -5 | 0.4 | 0.7
CCC(C)NC(=O)C1CCCN(S(=O)(=O)c2ccc(-n3cnnn3)cc2)C1 (stereo unspecified) | -1 | 0 | 3 | -1 | -0.6 | -1.1 | 2 | -1.0 | nt

(cont.)
SMILES | Anthrax LF prot | Y pestis TopoI | PrPC TRFRET | SSB-PriA inh | BH1578 lux ind | PfHsp40 rescue | 3CLpro inhibitor | BoNT-A LC inh2 | TcdB inh
COc1ccc2[nH]c3c(c2c1)CNCC3 | -8 | -10 | -8 | nt | i | nt | nt | -0.1 | 1.4
CC(C)Cn1c(SCC(=O)N2CCc3ccccc3C2)nc2cc(Cl)ccc2c1=O | -2 | 0 | -1 | -10 | i | 7.9 | -4 | -0.5 | -0.5
COc1ccccc1CNC(=O)CCC(=O)Nc1nnc(C)s1 | -1 | -2 | 0 | -9 | nt | 0.3 | -1 | 1.7 | nt
O=C(O)c1ccc([N+](=O)[O-])cc1Sc1ccsc1 | 3 | 5 | -12 | -8 | i | -0.1 | nt | -0.8 | 3.7
CCC(O)CNc1nc(SC)nc2sc3c(c12)CCN(C)C3 (stereo unspecified) | 0 | 0 | -9 | -4 | -0.2 | 1.6 | 1 | 5.2 | nt
CCOc1cc(C(=O)NC(=S)Nc2ccc(Cl)c(C(=O)O)c2)cc(OCC)c1OCC | 3 | 3 | 3 | 6 | -0.5 | 0.7 | 4 | 0.1 | -3.5
CC1(C(=O)OCC(=O)Nc2ccc3ccccc3c2)CC1(Cl)Cl (stereo unspecified) | -6 | -6 | 18 | -20 | -1.4 | 46* | 2 | -0.2 | 2.5
O=C(c1cccn2c(=O)c3cc(Cl)ccc3nc12)N1CCOCC1 | -1 | 1 | -22 | -14 | 0.8 | -0.3 | 0 | ? | nt
COc1ccccc1NC(=O)Nc1nc(CC(=O)NCc2c(F)cccc2F)cs1 | 0 | 9 | 2 | 11 | i | 0.3 | nt | -1.4 | 0.6
CCCCN(C=O)c1c(CC)nc2c(OCC(=O)C(C)(C)C)cccn12 | -3 | -9 | -3 | nt | -0.8 | nt | nt | 0.1 | -0.4
CCCCOC(=O)CSc1nc2c(c(=O)[nH]c(=O)n2C)n1C/C=C(\C)Cl | -4 | -11 | 0 | -10 | i | -1.4 | -4 | 0.5 | nt
COc1ccc(C2C(C(=O)Nc3cc(C)on3)c3ccccc3C(=O)N2C)cc1OC (stereo unspecified) | -5 | -2 | 2 | -8 | 4.0 | -0.7 | 0 | 0.0 | nt
O=C(CC(=O)NCCc1ccccc1)NCCc1ccccc1 | -3 | 6 | 2 | -21 | -0.3 | -2.5 | -4 | -3.0 | 0.6
CN(C)S(=O)(=O)c1cccc(C(=O)Nc2ccccc2)c1 | -1 | 10 | 4 | 3 | -0.2 | -0.2 | 5 | -2.9 | -0.6
COCCc1nnc(NC(=O)Cc2ccccc2)s1 | -6 | 0 | -2 | -18 | i | -2.3 | 3 | -0.2 | nt
CCOCCCNc1ncnc2c1nc1n2CCCC1 | -2 | -4 | 8 | -7 | 1.1 | -0.3 | -4 | 0.1 | 1.4
Cc1ccc(NC(=O)COC(=O)c2cccc(N3C(=O)c4ccccc4C3=O)c2)cc1 | 4 | 12 | 4 | 4 | i | -2.3 | 3 | 0.0 | -0.7
CCCC(=O)Nc1sc2c(c1C(=O)Nc1ccccn1)CCCC2 | -5 | 2 | 3 | -8 | -0.3 | 0.6 | -1 | 0.5 | 12*
CCc1noc(C)c1C(=O)N1CCN(S(=O)(=O)c2ccc(Br)cc2)CC1 | -6 | -8 | 13 | -12 | -1.1 | -0.5 | nt | 1.2 | -5.2
O=C(CSc1nnc(COc2ccccc2)o1)Nc1nccs1 | 0 | 1 | -6 | -9&-4 | -0.2 | -1.0 | -2 | 0.3 | -1.3
O=S(=O)(Nc1cccc(-n2cnnn2)c1)c1cnc(Cl)c(Cl)c1 | 2 | -2 | 4 | -8 | 0.3 | -1.0 | -2 | -0.2 | -1.3
COc1ccc(NC(=O)CSc2nc3c(c(=O)n2C)SCC3)cc1OC | -2 | 3 | -7 | 1 | 0.1 | 0.5 | -3 | 1.4 | 0.9
CCOc1ccc(CNc2cccc(SC)c2)cc1 | -6 | -7 | 5 | -1 | -0.2 | 1.6 | 1 | -0.8 | -0.6
CCOC(=O)CSc1nc2ccccc2c(=O)n1C1CCCC1 | -1 | -6 | -6 | -40 | -0.3 | 2.0 | 2 | 0.4 | nt
Nc1ncnc2c1ncn2[C@@H]1O[C@H](CNCc2ccccc2OCc2ccc(Cl)cc2Cl)[C@@H](O)[C@H]1O | -17 | 3 | -2 | -4 | i | -1.8 | nt | 0.0 | -0.1
COC(=O)c1cc2oc(C)cc2n1CC(=O)N1CCCc2ccccc21 | 1 | 8 | -3 | 3 | 1.5 | -1.0 | 0 | 0.1 | 1.7
O=C1NC[C@H](CCCCN2CCN(CCc3ccccc3)C(=O)C2=O)N(Cc2ccccc2)C1=O | 3 | nt | -6 | nt | nt | nt | nt | -0.7 | 0.6
O=C(COc1ccc(Cl)cc1)NC1CC1 | -4 | -5 | 5 | -7 | i | -3.8 | 0 | -0.5 | 1.0
CCn1c(CNc2ccc(Cl)cc2)nnc1SCc1ccccc1 | -2 | 12 | 17 | -15 | 0.3 | 120* | 3 | -0.8 | nt
Cc1ccc(C(C(=O)NCc2ccco2)N(CC2CCCO2)C(=O)Cn2nnc3ccccc32)cc1 (stereo unspecified) | 1 | 1 | -2 | -7 | -0.4 | 0.4 | 6 | 0.3 | nt
O=S1(=O)NC2c3ccccc3CC2O1 (stereo unspecified) | -6 | -4 | 3 | -14 | -0.8 | 0.4 | -9 | 0.4 | -11
O=C1c2ccccc2C(=O)N1OCc1cccc(Cl)c1 | -2 | -7 | 8 | -2 | i | 0.2 | 7 | 0.3 | nt
CC(C)CN(C(=O)c1cccc(F)c1)c1c(N)n(CC(C)C)c(=O)[nH]c1=O | 1 | 4 | 5 | -9 | i | -1.9 | 8 | -0.6 | 0.5
CCc1ccc(NC(=O)c2cccc(NC3=NC4CS(=O)(=O)CC4S3)c2)cc1 (stereo unspecified) | -8 | -12 | 4 | -1 | 1.3 | -0.8 | -7 | -0.4 | 0.6
Cc1cc(=O)oc(C)c1C(=O)N1CCN(c2ccc(F)cc2)CC1 | -2 | 1 | -2 | -10 | -0.8 | 4.2 | 4 | 0.0 | nt
O=C(NCc1ccco1)C(=O)NCC(c1ccco1)N1CCOCC1 (stereo unspecified) | 8 | 2 | -2 | -6 | -2.1 | -0.9 | 4 | -0.7 | 0.3
O=C(O)CCC(=O)NNC(=O)c1cccc(Cl)c1 | -1 | -1 | -7 | -7 | i | -0.9 | -2 | -0.1 | nt
CC(C)c1ccc(NC(=O)c2ccc(-c3ccnn3C)c3ccoc23)cc1 | 2 | 28 | nt | nt | -0.4 | nt | nt | 0.1 | nt
Cc1cc(C)n(Cc2cccc(C(=O)N/N=C/c3ccncc3)c2)n1 | -2 | 3 | -4 | nt | i | -0.8 | 4 | -3.3 | -0.5
CC1=NN=C(c2ccc(N)cc2)c2cc3c(cc2C1)OCO3 | -5 | 2 | -2 | 9 | -0.4 | 20 | nt | 0.0 | 0.4
CCOc1ccc2nc(SCC(=O)NCc3ccccc3OC)[nH]c2c1 | 2 | -3 | 1 | 9 | i | 0.1 | -1 | -0.1 | 0.4
Cc1ccc(NC(=S)NCc2ccc(S(N)(=O)=O)cc2)c(C)c1 | -6 | 4 | 10 | 2 | -0.6 | 0.3 | 1 | -2.0 | -0.9
COC(=O)c1c(/N=C/N(C)C)sc2c1CCN(c1ncc(C(F)(F)F)cc1Cl)C2 | -2 | -1 | 1 | nt | 1.4 | 1.6 | 4 | 0.3 | nt
Cc1cc(=O)n2c3c(c4c(cc13)c(CN(C)C)cc(=O)n4C)OC2 | -4 | -5 | 40* | 14 | i | -2.0 | nt | -0.6 | -3.4
CC[C@]12c3[nH]c4ccccc4c3CCN1C(=O)C(CC(=O)NCCCN(C)C)C[C@@H]2C(=O)N1CCN(C(=O)c2ccco2)CC1 (stereo partly specified) | -5 | -6 | -5 | -1 | i | -1.3 | nt | -0.3 | 0.1
Cc1[nH]n(-c2c(Cl)cc(Cl)cc2Cl)c(=O)c1C=Nc1ccc(S(=O)(=O)N2CCOCC2)cc1 | -2 | 2 | 4 | -7 | i | 1.0 | 3 | -0.5 | nt
CCOC(=O)N1CCC(NC(=O)c2cc3ccccn3n2)CC1 | -1 | 3 | 8 | -7 | -0.2 | -0.6 | 1 | -0.5 | 0.4

Some of the compounds tested; the hit share may differ from the screen's.
